Cneo AK release: Cryptococcus neoformans lysis via adenylate kinase release; C. neoformans lysis, adenylate kinase release luminescence, 4 h; normalised: neutral wells 0, clomiphene wells 100; lysis activity, % at 15 µM; hit rate 0.2% among 360,000; AID 651654;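 active = mean lysis activity across replicates of at least 80%, whatever share of replicates individually reach that level; inactive = mean lysis activity below 80%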
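Test system: log-phase Cryptococcus neoformans yeast cells. Input: 5 × 10^6 yeast cells/mL. Medium: fresh YPD growth medium. Doses: single dose. Incubation: static 4 h at 37 °C with compound, 1 h detection. Measured by: luminescent adenylate kinase detection reagent. Read-out: signal increase indicating cell lysis. Benchmarks: Clomiphene.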
C2C12 statin: suppression of simvastatin myotoxicity. C2C12 myotubes + simvastatin, ATP luminescence, 48 h; scaled: DMSO 0, geranylgeraniol control 100. rescue of ATP level, % at 7.49 µM. hit rate 0.78% among 330,000;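 active = mean ATP rescue above about 67%, or every replicate alone reaching that limit, limit read from the data, passing the limit was not always enough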;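 note: myotubes were challenged with 10 µM simvastatin during compound exposure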
PGC1a acetyl inh: PGC1a acetylation modulation, inhibitor mode; AID 651687; hit rate 0.17% among 350,000; inhibition, % at 15.6 µM; U2OS PGC1a acetylation, AlphaScreen anti-acetyl-lysine; with virally co-expressed GCN5 acetyltransferase;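 active = every replicate shows inhibition of at least 40%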;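 note: 0% = neutral control wells and 100% = positive control wells; some results beyond the cut were filed as inactive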
Active calls of the source: *.

SMILES | Cneo AK release | C2C12 statin | PGC1a acetyl inh
Cc1cc2ccccn2c1C(=O)c1ccc(Cl)cc1 | -5 | 23 | -5
Cn1c(SCc2ccccn2)nnc1-c1ccncc1 | -2 | 13 | 1
COc1ccc(N(CC(=O)NC(C)(C)C)C(=O)c2ccco2)cc1 | -1 | 1 | 7
CCCOc1ccc(Cc2nn[nH]n2)cc1 | -5 | 10 | -4
COC(=O)c1cc(Cl)c(NC(=O)c2ccco2)cc1OC | 0 | 4 | 0
C=CCNC(=S)NNC(=O)c1csc(C)c1CC | 1 | 47 | -6
Cc1cc(OCCCCCNCCO)ccc1Cl | 3 | -11 | -5
CS(=O)(=O)N(CC(=O)N1CCN(c2ccccc2)CC1)Cc1ccc(Cl)cc1 | 0 | -9 | -10
O=C(COc1ccccc1[N+](=O)[O-])Nc1ccccc1N1CCCCC1 | -2 | -4 | -4
Cc1ccc(C)c(C(=O)NCc2ccncc2)c1 | 1 | -10 | 17
Cc1cc(NC(=O)c2noc3c2CCCC3)n(-c2ccccc2)n1 | 4 | -2 | -3
Cn1ncc(C#N)c1NC(=O)C1CC(c2c(F)cccc2Cl)=NO1 (centres undefined) | 8 | -2 | -5
O=C(Cc1cccc2ccccc12)Nc1ccc2oc(-c3ccccc3)nc2c1 | -6 | 20 | -9
COc1cc(OC)cc(-c2n[nH]c(=S)n2-c2cc(OC)ccc2OC)c1 | -1 | 12 | -11
O=C(Nc1ccc(F)cc1)c1nsc(Cl)c1Cl | -4 | -5 | 11
COc1ccc(C(=O)N(Cc2ccco2)Cc2cc3cc(C)ccc3[nH]c2=O)cc1OC | 1 | 29 | -4
COc1ccc(Cn2nnnc2C(c2ccncc2)N2CCOCC2)cc1 (centres undefined) | -1 | 33 | 7
Cc1nn(-c2ccccc2)c(C)c1C(=O)OCC(=O)c1c(N)n(CC(C)C)c(=O)n(C)c1=O | 6 | -7 | -18
COc1cc(NS(C)(=O)=O)c(OC)cc1NC(=O)c1ccccc1 | 0 | -2 | 1
c1ccc(Sc2ncnc3c2oc2ccccc23)cc1 | -2 | -5 | 7
Cc1occc1-c1nnc(SCC(=O)Nc2nccs2)n1Cc1ccco1 | -1 | 18 | -12
Cc1nn(CCOc2ccccc2)c(=O)n1-c1cccc(F)c1 | -1 | 6 | -1
Cc1occc1C(=O)NCc1cccc(CNC(=O)c2ccoc2C)c1 | 0 | 2 | 10
CCCN(CCC)S(=O)(=O)c1ccc(C(=O)N2CCOCC2)cc1 | 7 | 1 | -6
O=C(Nc1ncn[nH]1)C(F)(F)C(F)F | 6 | 1 | -10
CCCc1[nH]nc2c1C(c1ccc(O)cc1OCC)C(C#N)=C(N)O2 (centres undefined) | 1 | -17 | -5
CCc1nc2oc3ccccc3c(=O)c2c(=O)n1Cc1ccc(OC)cc1 | 0 | 4 | -1
CC(Nc1ccc(Br)cn1)c1cc(Cl)ccc1O (centres undefined) | -3 | 8 | -10
O=c1cc(N2CCCCC2)c(-c2ccccc2)nn1Cc1cccc(Cl)c1 | -2 | 7 | 0
Cc1n[nH]c(C)c1S(=O)(=O)Nc1ccc2c(c1)OCCO2 | -3 | -6 | 1

An excerpt of these results, field by field:
mol: Cc1nn(CCOc2ccccc2)c(=O)n1-c1cccc(F)c1
- Cneo AK release: -1
- C2C12 statin: 6
- PGC1a acetyl inh: -1

mol: Cc1occc1C(=O)NCc1cccc(CNC(=O)c2ccoc2C)c1
- Cneo AK release: 0
- C2C12 statin: 2
- PGC1a acetyl inh: 10

The results go on.
SMILES | Cneo AK release | C2C12 statin | PGC1a acetyl inh
Cc1sc2nc(C)n(/N=C/c3ccccc3O)c(=O)c2c1C | -1 | 10 | 4
Cc1c(N(C)C(=O)C23CC4CC(CC(C4)C2)C3)c(=O)n(-c2ccccc2)n1C | 0 | 6 | -25
Cc1ccc(Cl)cc1N1CCN(C2CCCCC2NS(=O)(=O)c2ccccc2)CC1 (centres undefined) | -1 | 12 | -21
O=C1CCC(=O)N1CC(=O)N1c2ccccc2Sc2ccccc21 | 0 | 15 | 2
CC12C(=O)N(Cc3ccccc3)C(=O)C1C1C=CC2C1 (centres undefined) | -14 | -6 | 5
Cc1ccc(OCCC(=O)Nc2c(C)n(C)n(-c3ccccc3)c2=O)cc1 | -8 | -1 | 19
Cn1c(=O)[nH]c(=O)c2[nH]c(CN3CCN(C(=O)c4ccco4)CC3)nc21 | 0 | -2 | 8
N#Cc1nc(COc2ccccc2)oc1N1CCN(Cc2ccccc2)CC1 | 2 | 6 | -26
NC(=O)C(c1cccc(Cl)c1)c1ncc(C(F)(F)F)cc1Cl (centres undefined) | 2 | 14 | 6
CCOC(=O)C1CCN(C(c2cc3cc(C)cc(C)c3[nH]c2=O)c2nnnn2C2CCCCC2)CC1 (centres undefined) | 4 | 3 | 2
Cc1ccc(NC(=O)CSc2nnc([C@@H]3CCCN3C(=O)OC(C)(C)C)o2)c(C)c1 | 6 | 3 | -3
C=CCN1C(=O)CSc2ccc(C(=O)NCc3ccco3)cc21 | -1 | 9 | -2
COc1cccc2sc(Nc3nnc(-c4cccs4)o3)nc12 | 2 | -3 | 0
CCOc1ccc(C(c2c(O)nc(SC)n(C)c2=O)c2c(O)nc(SC)n(C)c2=O)cc1 | -5 | 5 | 5
CCOC(=O)Cc1nnc2c(Nc3ccc(Cl)cc3)nc3nonc3n12 | -1 | -29 | 0
CCOC(=O)C(C#N)c1ccccn1 (centres undefined) | 6 | -13 | 11
CCCc1cc(C(=O)Nc2ccc(C(=O)c3ccc(F)cc3)cc2)n(C)n1 | 51 | -1 | -6
Cc1ccc(OCc2nnc(SCC(=O)Nc3cccc4ccccc34)n2-c2ccccc2)cc1 | -1 | 14 | -14
CC(=O)Cc1ccccc1OCC(=O)O | 0 | 3 | 0
Cc1cc(C(=O)Cn2cncn2)c(C)n1CCc1ccc(F)cc1 | -3 | 4 | 13
COc1ccccc1N=c1oc2c(OC)cccc2cc1C(=O)NCc1ccco1 | 0 | 12 | 14
Cc1cc(Br)ccc1OCC(=O)N1CCCCCC1 | 0 | -2 | -1
O=C1NC2(CCCCC2)C(=O)N1/N=C/c1ccc(O)cc1O | 4 | 7 | 1
O=C(CSc1ncccn1)NCc1ccc(F)cc1 | 3 | -3 | 1
COc1ccc(NC(=O)C(C)N(c2ccc(C)cc2)S(C)(=O)=O)c(OC)c1 (centres undefined) | 16 | 1 | -6
COc1cc(NC(=O)c2ccc(NS(=O)(=O)c3c(C)noc3C)cc2)cc(OC)c1 | -2 | -40 | 7
NS(=O)(=O)c1ccc(NC(=O)COC(=O)CSc2n[nH]c(-c3ccccc3)n2)cc1 | 0 | -18 | -4
Cc1cccc(OC(=O)c2ccc3nccnc3c2)c1 | 0 | -7 | -3
CN1C=CC=C/C1=C1\SC(=S)N(c2ccccc2)C1=O | 1 | 2 | 6
Cc1ccc(S(=O)(=O)NCc2c(Cl)cccc2Oc2ccccc2)cc1 | 0 | 11 | -21
NCCCC[C@@H]1NC(=O)[C@H](CCC(=O)O)NC(=O)c2cc([N+](=O)[O-])cc(I)c2NCC[C@@H](C(N)=O)NC1=O | 0 | 7 | 19
COC(=O)C(Cc1cnc(Cl)s1)(C(=O)OC)c1ccc([N+](=O)[O-])cc1 | 5 | 6 | 6
CNC(=O)CSc1nnnn1-c1ccc2c(c1)OCCO2 | -1 | 8 | 17
O=C(Nc1nc2ccc(S(=O)(=O)N3CCCCC3)cc2s1)c1ccncc1 | -4 | -18 | 1
CC(C)(C)c1[nH]nc2c1C(c1ccoc1)C(C#N)=C(N)O2 (centres undefined) | 6 | 92* | 12
O=C(c1cccnc1)N1CCN(Cc2cccc(F)c2)CC1 | 1 | -1 | -7
Cc1cc(NC(=O)CSC2=Nc3ccccc3C3=NC(Cc4ccccc4)C(=O)N23)n[nH]1 (centres undefined) | 5 | 6 | 2
O=C(Nc1ccc(S(=O)(=O)NCCc2ccccc2)cc1)c1ccc(Br)o1 | -2 | 0 | 8
COC(=O)CSc1nnc2n(C3CCCCC3)c(=O)c3c4c(sc3n12)CCCC4 | 0 | 8 | -25
O=C(COc1ccc(Cl)cc1)N(Cc1ccccc1)c1ccccn1 | -2 | 41 | -5

Full records as entered above. Order of screens: Cneo AK release | C2C12 statin | PGC1a acetyl inh
`Cc1ccc(OCCC(=O)Nc2c(C)n(C)n(-c3ccccc3)c2=O)cc1` as listed: -8 | -1 | 19
`COc1ccc(C(=O)N(Cc2ccco2)Cc2cc3cc(C)ccc3[nH]c2=O)cc1OC` as listed: 1 | 29 | -4
`Cc1nn(CCOc2ccccc2)c(=O)n1-c1cccc(F)c1` as listed: -1 | 6 | -1
`O=C(COc1ccccc1[N+](=O)[O-])Nc1ccccc1N1CCCCC1` as listed: -2 | -4 | -4
`O=C(CSc1ncccn1)NCc1ccc(F)cc1` as listed: 3 | -3 | 1

Next part
SMILES | Cneo AK release | C2C12 statin | PGC1a acetyl inh
COc1ccccc1NC(=O)C12CC3CC(C1)CC(c1ccc(C)cc1)(C3)C2 | -1 | 35 | -12
CC(Oc1ccc(F)cc1)C(=O)Nc1sc2c(c1C(=O)NCc1cccnc1)CCCC2 (centres undefined) | -1 | -6 | -2
CCOc1ccc(C(=O)NC2CCN(C(=O)Nc3ccccc3OC)CC2)cc1 | 2 | 3 | 1
Cc1cc(C)n(-c2cccc3cccnc23)n1 | -1 | 10 | -8
CCOCCN1CCN(c2c3c(nc4cc(-c5ccc(F)cc5)nn24)CCC3)CC1 | 1 | -9 | -11
Brc1ccc(C2Nc3cccc4cccc(c34)N2)o1 | -3 | 15 | 21
COC(=O)NCC1(C)CC(NC(=O)OC)CC(C)(C)C1 (centres undefined) | -3 | -4 | -4
CC(C(=O)Nc1ccccc1Sc1ccccc1)N(c1ccccc1)S(C)(=O)=O (centres undefined) | -2 | 6 | 6
OC(COc1ccc2ccccc2c1Cl)CN1CCOCC1 (centres undefined) | -3 | -20 | -11
CCN(CCCNC(=O)C1CCN(S(=O)(=O)c2cnc[nH]2)CC1)c1ccccc1 | 1 | 2 | -4

Shown with values under each structure: two of the compounds above.
Sequence of screens – Cneo AK release	C2C12 statin	PGC1a acetyl inh
COc1ccccc1NC(=O)C12CC3CC(C1)CC(c1ccc(C)cc1)(C3)C2
→ -1	35	-12
CC(Oc1ccc(F)cc1)C(=O)Nc1sc2c(c1C(=O)NCc1cccnc1)CCCC2 (centres undefined)
→ -1	-6	-2

Next section:
SMILES | Cneo AK release | C2C12 statin | PGC1a acetyl inh
CCOC(=O)c1c(NC(=O)c2ccc(N3C(=O)C4C5C=CC(C5)C4C3=O)cc2)sc2c1CCCC2 (centres undefined) | -1 | 2 | -3
Cc1nn(CCCC(=O)Nc2sc3c(c2C#N)CCC3)c(C)c1[N+](=O)[O-] | 0 | -7 | -16
Cc1[nH]c(=O)[nH]c(=O)c1S(=O)(=O)Nc1ccc(Oc2ccccc2)cc1 | 0 | -4 | 3
Cc1cccc(-n2nnc(C(=O)NCc3ccco3)c2N)c1 | -5 | -17 | -1
C=CCn1c(C2CC(=O)N(c3ccc(C)cc3)C2)nc2ccccc21 (centres undefined) | 1 | -4 | 9
C=CCSc1nc(N)c(C(=O)Nc2ccccc2OC)cc1C(=O)Nc1ccccc1 | 0 | -4 | 11
COC(=O)c1ccccc1NC(=O)CN1CCC(n2nnc3cc(C(F)(F)F)ccc32)CC1 | -2 | 3 | 6
Cc1cc2ncn(C(=O)c3c(-c4c(Cl)cccc4Cl)noc3C)c2cc1C | -2 | -8 | 0
CCCN(CCC)CCNC(=O)C1CCCN(S(=O)(=O)c2ccc3c(c2)oc(=O)n3C)C1 (centres undefined) | 0 | 3 | -6
COc1ccc(-c2nnnn2C)cc1S(=O)(=O)NCCc1ccccc1 | 4 | -2 | 2
COc1ccc(C(=O)N2CC3(C)CC2CC(C)(C)C3)cc1OC (centres undefined) | 0 | -22 | 0
O=C(CCOc1ccccc1)Nc1ccccc1F | -2 | 13 | -24
COc1cccc(OCCCCCCN2CCOCC2)c1 | 0 | 112* | 4
Cn1c(CN2CCCCC2)nc2cc(NC(=O)c3cccc(Br)c3)ccc21 | -4 | -1 | 7
CC(=O)c1cccc(NC(=O)NC2CC3CCCC(C2)N3CC(C)C)c1 (centres undefined) | 2 | -12 | 6
CCC1(CC)NC(=S)N(Nc2ccccc2)C1=O | 0 | -6 | 5

Bioassay records: PubChem, Broad Institute

These rows are one share of the data; count on the stated rates, not on these rows.
